# NCI-60 one-dose screen, 48 h, at 10 µM unless noted. Numbers give growth in % (100 = growth as untreated, 0 = no growth, -100 = all killed).
# SK-MEL-5 – SK-MEL-5 melanoma. 6.4% of 80,000 active. AID 1794755
# SK-MEL-28 – SK-MEL-28 melanoma. 4.1% of 81,000 active
# EKVX – EKVX NSCLC. 3% of 71,000 active. AID 1794765
# HOP-92 – HOP-92 NSCLC cells; AID 1794738; 6.3% of 71,000 active
# UACC-62 – UACC-62 melanoma; 5.4% of 81,000 active
# UACC-257 – UACC-257 melanoma | 4.4% of 78,000 active
# M14 – M14 melanoma. 6.2% of 80,000 active
# A549/ATCC – A549/ATCC NSCLC | AID 1794740 | 3.7% of 81,000 active
# Starred values were filed as active, the others as inactive; · = not tested or not shown; & = joins results of further samples; [ ] = dose if it differs, or a comment. Rule for the calls: active = growth percent below 10; inactive = the rest.
SMILES,SK-MEL-5,SK-MEL-28,EKVX,HOP-92,UACC-62,UACC-257,M14,A549/ATCC
NC[C@H]1O[C@H](O[C@H]2[C@H](O)[C@@H](O[C@H]3O[C@H](CO)[C@@H](O)[C@H](N)[C@H]3O)[C@H](N)C[C@@H]2N)[C@H](N)[C@@H](O)[C@@H]1O,103.7,130.4,89.8,109.1,100.0,110.6,106.8,110.7
NC(=O)Cc1nc(O)cs1,110.6,110.4,111.4,79.9,112.9,90.4,105.2,89.1
O=C(NC(=S)N1CCOCC1)c1ccccc1,99.6,94.8,·,87.3,95.9,96.0,103.8,91.5
Nc1nc(=O)c2cccnc2c(=O)[nH]1,100.3,107.8,96.7,95.6,101.3,101.7,104.0,105.2
NC(N)=Nc1ccc(Oc2cccc(NC(N)=Nc3ccc(Cl)c(C(F)(F)F)c3)c2)cc1,42.0,70.0,64.4,19.2,47.8,57.0,·,47.1
COc1ccc(-c2nc3sc(C)nn3c2-c2nc3cc(Cl)c(F)cc3[nH]2)cc1,88.4,96.9,·,82.3,79.7,120.0,97.5,80.0
Fc1ccc(-c2nc(-c3ccc(-c4nc5ccc(F)cc5[nH]4)cc3)no2)cc1,74.4,80.5,85.1,·,75.5,87.8,62.3,75.4
CC(=O)Nc1ccc(S(=O)(=O)N/N=c2/sc3ccccc3n2C)cc1N,101.4,105.5,·,85.5,100.6,122.2,105.6,106.0
CC(=O)NC(O)C(Cl)Cl (stereo not drawn),102.1,103.0,·,94.9,106.1,107.4,110.1,101.9
O=C1c2cccc3cccc(c23)C(=O)N1Nc1nc(NCc2ccccc2)nc(N2CCOCC2)n1,92.1,106.6,85.9,·,97.5,101.4,96.9,94.9
O=C1CCCc2c1oc1c2CCCC1,105.5,111.7,96.8,·,99.4,96.3,107.4,111.4
CCC(=O)OC1=CN2C(=NC(c3ccc(Cl)cc3)=CC2c2cc(OC)c(OC)c(OC)c2)S1 (stereo not drawn),99.6,101.2,·,79.7,109.4,88.8,96.0,92.6
O=C(Nc1ccc2[nH]ccc2c1)c1ccc(Cl)c(Cl)c1,93.1,104.6,87.4,127.1,81.4,102.8,·,94.3
CCOC(=O)C1=C(C)n2nc(CC#N)c(C#N)c2NC1c1cc(Cl)ccc1O (stereo not drawn),88.2,110.3,80.6,81.0,94.4,109.2,94.1,100.7
CCOC(=O)c1sc(/N=C2\NC(=O)/C(=C3/C(=O)N(C)c4ccc(Cl)cc43)S2)nc1C,102.9,107.2,89.5,99.3,90.8,110.5,99.9,104.1
CCOC(=O)c1ccc(NC(=S)NC(=O)c2ccccc2)cc1,90.7&92.3,96.9&93.7,93.1&90.0,90.9&85.2,84.0&94.4,109.7&95.1,97.8&94.1,102.2&98.2
O=C(O)c1ncc(Cl)cc1Cl,94.1,117.5,·,82.7,95.9,70.5,94.7,79.4
O=C(O)c1ccc(-c2nn(-c3ccc(C(=O)O)cc3)cc2C(=O)O)cc1,·,118.1,91.0,115.7,99.8,107.8,96.5,103.7
CCCC(=O)CC(=O)c1cccs1,108.4,105.6,99.4,·,98.4,111.9,107.5,98.0
Cc1cc(C#Cc2ccccc2)ccc1-n1c(/C=C/c2ccc3ccccc3c2)nc2ccccc2c1=O,66.1,102.2,86.1,85.8,80.2,96.2,94.1,83.0
Cc1ccc(/C=C2\COc3ccc(O)cc3C2=O)cc1,97.7,103.5,97.8,97.4,86.1,102.7,93.1,89.7
NC(=O)c1ncc(-c2ccc(C(F)(F)F)cc2)c(NC2CCCCCC2)n1,87.8,104.4,·,·,90.2,72.6,101.0,89.7
COc1cc(OC)cc(C2=C3CC[C@@H]4[C@H](CC[C@]5(C)C(=O)CC[C@@H]45)C3=CC3C(O)c4cccnc4N4C(=O)COC234)c1 (stereo partly drawn),98.1,114.9,100.9,103.5,94.1,98.1,103.9,94.2
C[n+]1ccccc1,96.9,·,98.9,91.5,95.7,100.9,96.1,104.6
O=C1[C@H]2Cc3c([nH]c4ccccc34)[C@H](c3ccc(Cl)cc3)N2C(=O)CN1C1CCN(Cc2ccccc2)CC1,60.8,87.1,66.1,73.6,85.3,87.0,·,72.5
CC(C)C[C@H]1[C@H](O)[C@H](O)[C@H](CC(C)C)N(Cc2ccccc2)S(=O)(=O)N1Cc1ccccc1,93.3[2 µM],·,77.7[2 µM],97.1[2 µM],67.9[2 µM],78.1[2 µM],92.4[2 µM],61.7[2 µM]
CC(C)(C)c1ccc(S(=O)(=O)N[C@H]2CC[C@H]3[C@@H]4CCc5cc(O)ccc5[C@H]4CC[C@]23C)cc1,40.4,79.1,·,·,61.2,68.7,45.8,28.5
CC(=O)c1c(C)nc(SCC(=O)Nc2ccc(F)cc2)n1-c1ccc(Cl)cc1,99.5,91.6,91.8,93.7,69.0,92.7,96.8,91.6
Cc1c(C(=O)NCCc2ccc(N3CCC[C@H]3C)cc2)[nH]c2ccc(Cl)cc2c1=O,31.6,103.7,51.5,62.1,100.3,50.9,83.3,72.3
CCSc1nc2sc3c(c2c(=O)n1-c1ccccc1)CCCCC3,97.6,112.8,100.4,102.0,95.0,95.1,110.3,98.3
CSc1ccc(NCc2cn(-c3ccc(C(=O)O)cc3)nc2-c2cc(C(F)(F)F)cc(C(F)(F)F)c2)cc1,96.7,101.2,80.2,·,92.7,100.4,89.6,83.5
CC(C)(C)NC[C@@H](O)COc1nsnc1N1CCOCC1,108.2,119.7,108.1,·,·,107.3,97.1,106.0
COc1cc2ncnc(Nc3ccc(S(=O)(=O)Nc4nccs4)cc3)c2cc1OCCCN1CCN(c2ccccc2)CC1,107.8,113.1,107.1,117.5,99.3,100.3,107.4,106.4
CC(C)CC(=O)OCCCc1ccccc1,97.8,105.3,98.6,83.4,·,90.5,90.2,73.9
O=C(O)Cc1ccc(C(=O)O)cc1,102.0,103.3,·,95.3,105.7,105.3,94.2,97.6
CN(CC(=O)c1ccc(I)cc1)Cc1ccccc1,·,118.2,107.2,78.1,102.2,108.5,104.0,100.3
CCCCOc1nc2ccc(C)cc2cc1/C=C/C(=O)/C=C1/CC(c2cc3cc(C)ccc3nc2OCCCC)Nc2ccccc2N1 (stereo not drawn),·,107.8,91.9,·,89.5,97.6,·,99.6
O=c1nc(NCCCC(O)(P(=O)(O)O)P(=O)(O)O)c(F)cn1C1CC(O)C(CO)O1 (stereo not drawn),105.8,100.7,82.4,112.6,111.0,116.1,100.2,105.4
OC1C(O)C(O)C(O)C(O)C1O (stereo not drawn),89.0&106.7,108.1&107.4,104.9&108.6,77.0,103.2&106.6,116.3&104.6,103.9&101.2,114.6&105.4
O=C(Nc1c(Cl)c(C2CC2)nn1-c1ccccc1)C(Cl)(Cl)Cl,95.4,100.2,·,74.8,100.8,·,101.6,96.6
CC(C)C(=O)Nc1cccc(Cl)c1,105.4,107.8,108.6,96.9,98.9,97.4,110.5,95.1
O=C1c2ccccc2C2/C(=C(/Br)c3ccc(F)cc3)CCCN12 (stereo not drawn),98.7,107.0,95.5,102.8,92.5,112.9,·,105.7
CCCCC(CC)CCC(C)OC=O (stereo not drawn),101.1,101.8,100.5,78.2,103.7,106.9,98.5,104.1
COc1cc(-c2nc3sc(C4CC4)nn3c2-c2ccc(F)c(Cl)c2)cc(OC)c1OC,67.5,67.5,·,·,63.6,75.3,67.9,60.2
COC(=O)c1cccc2ccccc12,101.2,116.0,101.1,94.2,97.1,·,109.2,65.0
CC(=O)Nc1c(C(=O)Nc2ccccc2)sc2nc3c(cc12)C(OC(C)=O)CCC3 (stereo not drawn),82.5,88.9,99.6,86.9,59.0,64.8,90.3,94.2
O=C1NN(c2cc(Cl)cc(Cl)c2)C(c2ccc3c(c2)OCO3)N2CCC[C@@H]12 (stereo partly drawn),103.8,111.3,94.9,105.2,101.1,97.9,106.0,96.1
O=C(/C=C/c1ccccc1)c1cccc2ccccc12,59.2,68.3,65.1,47.3,36.1,40.2,86.7,39.0
CCOc1nc(-c2cccs2)n2nc(-c3ccco3)cc2n1,86.3,117.5,90.5,76.2,77.7,111.6,134.8,·
O=C(NNc1nc2cc(F)c(F)cc2n2c(CN3CC4CNCC4C3)ccc12)c1cnccn1 (stereo not drawn),0.7*,27.4,19.5,37.4,-1.1*,7.8*,·,16.9

# Arranged by length of the SMILES (lowest first): some entries from above.
SMILES,SK-MEL-5,SK-MEL-28,EKVX,HOP-92,UACC-62,UACC-257,M14,A549/ATCC
CCCCC(CC)CCC(C)OC=O (stereo not drawn),101.1,101.8,100.5,78.2,103.7,106.9,98.5,104.1
CC(=O)Nc1c(C(=O)Nc2ccccc2)sc2nc3c(cc12)C(OC(C)=O)CCC3 (stereo not drawn),82.5,88.9,99.6,86.9,59.0,64.8,90.3,94.2
O=C(NNc1nc2cc(F)c(F)cc2n2c(CN3CC4CNCC4C3)ccc12)c1cnccn1 (stereo not drawn),0.7*,27.4,19.5,37.4,-1.1*,7.8*,·,16.9

# In another format: results already given
# Below each SMILES – SK-MEL-5 | SK-MEL-28 | EKVX | HOP-92 | UACC-62 | UACC-257 | M14 | A549/ATCC
CC(C)C(=O)Nc1cccc(Cl)c1
  105.4 | 107.8 | 108.6 | 96.9 | 98.9 | 97.4 | 110.5 | 95.1
O=C1c2ccccc2C2/C(=C(/Br)c3ccc(F)cc3)CCCN12 (stereo not drawn)
  98.7 | 107.0 | 95.5 | 102.8 | 92.5 | 112.9 | · | 105.7
CCCCC(CC)CCC(C)OC=O (stereo not drawn)
  101.1 | 101.8 | 100.5 | 78.2 | 103.7 | 106.9 | 98.5 | 104.1
COc1cc(-c2nc3sc(C4CC4)nn3c2-c2ccc(F)c(Cl)c2)cc(OC)c1OC
  67.5 | 67.5 | · | · | 63.6 | 75.3 | 67.9 | 60.2
COC(=O)c1cccc2ccccc12
  101.2 | 116.0 | 101.1 | 94.2 | 97.1 | · | 109.2 | 65.0

# (list continues)
SMILES,SK-MEL-5,SK-MEL-28,EKVX,HOP-92,UACC-62,UACC-257,M14,A549/ATCC
Nc1nc(NC(=O)Nc2ccc(S(N)(=O)=O)cc2)nn1-c1ccc(S(N)(=O)=O)cc1,99.5,100.7,101.4,93.8,98.3,95.7,92.1,98.9
Cc1[nH]nc(N)c1C#N,101.5,106.5,96.3,97.3,101.3,90.6,99.3,79.3
COc1cc(CNC(=O)c2cc(OC)c(OC)c(OC)c2)ccc1OCC(=O)NO,104.7,105.1,96.9,102.1,97.3,98.0,106.6,98.2
COc1cc2ccnc(/C=N\O)c2cc1OC,103.4,99.2,·,82.9,100.4,100.8,101.2,95.6
COc1ccc(N2C(=O)[C@@H](O[Si](c3ccccc3)(c3ccccc3)C(C)(C)C)[C@H]2/C=C/c2ccccc2)cc1,104.8,100.0,92.0,66.0,85.4,97.5,90.9,91.7
CCCCN(CCCC)CC(O)c1ccc(OC)c2ccccc12 (stereo not drawn),83.9,100.2,102.8,43.4,83.2,98.2,57.8,94.6
COc1ccc(CNc2cccc3[nH]c(C(F)(F)F)nc23)cc1,94.7,117.0,·,59.4,77.9,86.4,·,87.5
O=C(O)c1ccc(-c2nn(-c3ccc(C(=O)O)cc3)cc2CNc2ccc(F)cc2)cc1,101.2,98.9,98.0,101.9,99.3,93.8,99.3,96.6
Cc1cc(C)c(O)c(C)c1O,100.1,106.6,92.9,·,94.7,109.0,99.9,103.0
CS(=O)(=O)c1ccc(-n2cc(/C=C/C(=O)c3ccc(NC(=O)CO[N+](=O)[O-])cc3)c(-c3ccc(Cl)cc3)n2)cc1,98.4,66.1,90.5,90.2,83.3,97.1,91.6,91.8
COC(=O)CN(Cc1cn(Cc2ccccc2)nn1)C(=O)c1cccc2c(=O)c3ccccc3n(Cc3cn(Cc4ccccc4)nn3)c12,93.1,113.2,100.4,76.5,93.3,104.3,105.6,100.9
COC(=O)[C@@H](Cc1c[nH]c2ccccc12)NC(=O)[C@H](Cc1ccccc1)NCc1cccc(O)c1,99.3,101.5,99.3,84.7,72.8,89.9,101.5,84.5
C[C@@H]1CC2C3CCC4=CC(=O)C=C[C@]4(C)[C@@]3(F)[C@@H](O)C[C@]2(C)[C@H]1C(=O)CO (stereo partly drawn),108.4,104.2,53.6,76.5,100.8,100.4,97.1,66.1
O=S(=O)(Cc1ccccc1)C(Cl)(Cl)c1ccccc1,101.3,103.6,121.6,104.8,87.0,101.6,108.7,85.8
CCCCCCOCCOCCCNC(=O)c1cccnc1,112.4,115.2,109.4,93.5,99.6,119.9,104.6,105.7
COc1cc(NCCCCCN=C(N)NC(N)=NC(C)C)c2ncccc2c1,5.9*,60.1,42.2,32.5,36.8,-8.1*,67.7,89.9
OCC1OCOC2C(CO)OCOC12 (stereo not drawn),104.4,117.2,112.4,91.7,102.9,103.6,97.2,105.6
COc1ccc(-c2cc(-c3nnc(SCC(=O)Nc4ccc(C(=O)/C=C/c5cc(OC)c(OC)c(OC)c5)cc4)n3-c3ccccc3)c3ccccc3n2)cc1,94.2,100.8,92.9,87.3,92.3,103.7,100.1,97.3
OC1(c2ccccc2)OC(c2ccccc2)(c2ccccc2)c2ccccc21 (stereo not drawn),·,93.0,85.5,103.0,57.8,89.3,89.6,69.3
COc1ccc(-c2nc3sc(C)cn3c2/C=C\c2cc(OC)c(OC)c(OC)c2)cc1,51.0,88.9,73.4,41.1,57.9,88.9,78.2,81.8
CC(C1SC(=S)NC1=O)C1SC(=S)NC1=O (stereo not drawn),103.8,111.7,·,98.4,99.8,114.7,105.9,107.1

# A stretch from further up:
SMILES,SK-MEL-5,SK-MEL-28,EKVX,HOP-92,UACC-62,UACC-257,M14,A549/ATCC
COC(=O)CN(Cc1cn(Cc2ccccc2)nn1)C(=O)c1cccc2c(=O)c3ccccc3n(Cc3cn(Cc4ccccc4)nn3)c12,93.1,113.2,100.4,76.5,93.3,104.3,105.6,100.9
COC(=O)[C@@H](Cc1c[nH]c2ccccc12)NC(=O)[C@H](Cc1ccccc1)NCc1cccc(O)c1,99.3,101.5,99.3,84.7,72.8,89.9,101.5,84.5
